# Assay outcomes as filed in PubChem BioAssay.
# STAT3 act – increases IL-6 driven STAT3 reporter signal; U3A cells, IL-6 STAT3-luciferase reporter, luminescence; 100% = signal with IL-6 EC80 alone; activation (% of control), % at 5.6 µM; actives 0.91% (n = 190,000); AID 871;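 active = activation above the screen-wide mean of compound activation plus 3 SD, cut at about 130% in these data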;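 note: 0% = background luminescence of wells with medium and substrate only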
#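 Test system: STAT3-luciferase reporter U3A cells; Detection: reporter luminescence signal; Times: 1 h compound pre-exposure, 6 h IL-6 stimulation, 37 °C; Benchmarks: IL-6-only high control; Also added: IL-6 stimulus at 33 ng/mL final.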
# STAT1 inh – STAT1 signaling inhibition | NIH 3T3 STAT1-luciferase reporter, IFN-gamma, luminescence | inhibition, % at 5.5 µM | actives 0.35% (n = 200,000) | AID 920;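 active = inhibition above a set limit, the mean inhibition across all tested compounds plus 3 SD, cut at about 34% in these data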;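 note: 0% = IFN-gamma with DMSO and 100% = IFN-gamma with 300 µM nifuroxazide; values of inactives mirror those of a sister screen read the other way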
# Diaphorase act – activates diaphorase or chemically reduces, flagging diaphorase assay artifacts | Diaphorase/resazurin coupled assay, resorufin fluorescence, 16 min; active compounds read high; 1 = vehicle wells, 0 = NADH-free wells | activation factor at 20 µM | actives 0.005% (n = 190,000);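 active = diaphorase activity raised at least twofold by the compound at 20 µM; inactive = activation factor below 2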
#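 System – purified diaphorase enzyme from Clostridium kluyveri · Input – enzyme 0.07 U/mL final · Also added – final NADH 0.114 mM, resazurin 0.1 mM · Measured by – fluorescence of resorufin, 544 nm excitation, 590 nm emission · Timing – 16 min enzyme reaction, ambient temperature · Measure – resorufin increase flagging diaphorase activators or reducers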
# STAT3 inh – reduces IL-6 driven STAT3 reporter signal; U3A cells, IL-6 STAT3-luciferase reporter, luminescence; host cell line lacks STAT1; inhibition, % at 5.5 µM; actives 0.89% (n = 190,000); AID 862;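 active = inhibition above the mean inhibition across all screened compounds plus 3 SD, cut at about 44% in these data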;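 note: 0% = DMSO only wells and 100% = 100 µM nifuroxazide control wells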
# Diaphorase inh – diaphorase inhibition or chemical oxidation counter-screen; AID 1217; inhibition, % at 20 µM; actives 0.69% (n = 190,000); diaphorase resazurin-to-resorufin fluorescence, NADH, 16 min; bacterial (C. kluyveri) enzyme, not human;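 active = primary screen inhibition at 20 µM above a set limit, cut at about 50% in these data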;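 note: plate controls were DMSO with full reaction for no effect and wells lacking NADH for full effect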
#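 Assay system: diaphorase enzyme from Clostridium kluyveri; Input: enzyme working solution with 0.14 U/mL diaphorase; Timing: 16 min at room temperature; Technique: resorufin fluorescence, excitation 544 nm, emission 590 nm; Benchmarks: positive control minus NADH, DMSO neutral control.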
# APP 5UTR inh – APP translation inhibition; SH-SY5Y APP 5'UTR-luciferase reporter, luminescence; inhibition, % at 2 µM; actives 0.82% (n = 190,000); AID 1285;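 active = inhibition above a set limit, derived from the sample mean plus 3 SD, cut at about 45% in these data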; note: values of inactives mirror those of a sister screen read the other way
# TLR4 MyD88 comp – TLR4-MyD88 interaction inhibition in cells. AID 861. actives 0.18% (n = 200,000). inhibition, % at 8.4 µM. O00206+Q99836. HeLa CL3-4 TLR4/MyD88 BLA complementation, FRET ratio; in the data active = inhibition above about 25%;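 note: 0% = vehicle and 100% = reference inhibitor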
# Target sequence (O00206 whole entry, looked up): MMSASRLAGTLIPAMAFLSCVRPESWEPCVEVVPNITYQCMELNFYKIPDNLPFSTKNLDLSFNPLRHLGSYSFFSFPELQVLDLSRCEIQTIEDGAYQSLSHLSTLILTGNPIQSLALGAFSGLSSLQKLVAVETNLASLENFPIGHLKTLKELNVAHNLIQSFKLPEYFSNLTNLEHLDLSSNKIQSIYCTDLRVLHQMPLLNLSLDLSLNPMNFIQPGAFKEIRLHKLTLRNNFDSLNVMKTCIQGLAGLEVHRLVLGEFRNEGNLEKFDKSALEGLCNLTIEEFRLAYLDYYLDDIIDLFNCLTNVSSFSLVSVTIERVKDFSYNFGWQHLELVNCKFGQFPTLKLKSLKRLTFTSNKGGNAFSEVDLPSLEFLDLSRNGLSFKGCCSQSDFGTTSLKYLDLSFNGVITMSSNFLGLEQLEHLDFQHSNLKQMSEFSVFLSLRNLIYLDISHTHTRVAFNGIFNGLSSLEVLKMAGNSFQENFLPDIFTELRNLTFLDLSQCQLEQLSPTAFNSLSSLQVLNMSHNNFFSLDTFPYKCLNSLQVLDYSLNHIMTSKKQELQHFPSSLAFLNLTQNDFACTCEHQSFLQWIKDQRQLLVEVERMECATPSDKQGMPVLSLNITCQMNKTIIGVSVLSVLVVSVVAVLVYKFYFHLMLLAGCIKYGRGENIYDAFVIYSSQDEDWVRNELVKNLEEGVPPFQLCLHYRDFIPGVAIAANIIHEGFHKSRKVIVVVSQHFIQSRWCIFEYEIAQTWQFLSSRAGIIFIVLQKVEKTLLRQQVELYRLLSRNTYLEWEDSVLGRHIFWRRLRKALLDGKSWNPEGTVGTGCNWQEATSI
# Target sequence (Q99836 whole entry, looked up): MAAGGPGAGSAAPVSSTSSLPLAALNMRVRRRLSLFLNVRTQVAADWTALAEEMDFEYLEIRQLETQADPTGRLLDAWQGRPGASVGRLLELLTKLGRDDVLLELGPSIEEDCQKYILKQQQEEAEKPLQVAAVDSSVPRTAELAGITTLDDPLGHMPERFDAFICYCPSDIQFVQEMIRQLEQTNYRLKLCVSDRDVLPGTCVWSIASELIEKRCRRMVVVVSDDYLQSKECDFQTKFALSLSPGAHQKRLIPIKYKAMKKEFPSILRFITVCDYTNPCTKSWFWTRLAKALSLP
# G6PDH counter – counter-screen for G6PDH assay hits: L. mesenteroides G6PDH inhibition. Purified L. mesenteroides G6PDH, diaphorase/resazurin coupled fluorescence, 45 min. inhibition, % at 5 µM. actives 0.12% (n = 200,000). AID 1020; in the data active = inhibition above about 50%
# STAT1 act – activators of IFN-gamma induced STAT1 signaling. NIH 3T3 STAT1-luciferase reporter, luminescence; 100% = IFN-gamma alone, no compound. activation (% of control), % at 5.5 µM. actives 2.6% (n = 200,000). AID 932;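 active = activation above the screen-wide mean activation plus 3 SD, cut at about 130% in these data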;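 note: raw ratio to IFN-gamma control signal so 100% means no change and 0% no light; values of inactives mirror those of a sister screen read the other way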
# Hsp70 activator – Hsp70 transcriptional activation, primary screen; HeLa Hsp70 promoter luciferase reporter, luminescence; scaled: vehicle 0, proteasome-inhibitor control 100%; activation, % at 10 µM; actives 0.04% (n = 200,000); AID 1203;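 active = activation above the mean across all tested compounds plus 3 SD, cutoff set per campaign, cut at about 5.5% in these data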;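 note: 100% = MG132 at 30 µM as the positive control and 0% = DMSO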
# * = called active by the depositor; · = not tested or not shown; & = joins results of further samples.
# Preview, two compounds:
SMILES,STAT3 act,STAT1 inh,Diaphorase act,STAT3 inh,Diaphorase inh,APP 5UTR inh,TLR4 MyD88 comp,G6PDH counter,STAT1 act,Hsp70 activator
Cc1cccc(-n2nnc3cnn(C)c3c2=O)c1,95,-3,1,10,-4,7,-11,10,103,0.0
CCOC(=O)N1CCC(N(CCN(C)C)C(=S)Nc2cc(C)cc(C)c2)CC1,99,4,0.9,2,8,4,2,-9,96,-0.4

# This part in full, from the first entry:
SMILES,STAT3 act,STAT1 inh,Diaphorase act,STAT3 inh,Diaphorase inh,APP 5UTR inh,TLR4 MyD88 comp,G6PDH counter,STAT1 act,Hsp70 activator
Cc1cccc(-n2nnc3cnn(C)c3c2=O)c1,95,-3,1,10,-4,7,-11,10,103,0.0
CCOC(=O)N1CCC(N(CCN(C)C)C(=S)Nc2cc(C)cc(C)c2)CC1,99,4,0.9,2,8,4,2,-9,96,-0.4
CCN(CC)CC(=O)c1c[nH]c2ccccc12,129,9,1.1,-32,-8,-18,-5,8,92,-0.4
O=C(CCSc1nnc(-c2ccco2)o1)Nc1ccccc1,100,6,0.9,4,8,4,-2,0,95,-0.4
O=C(NNC(=O)c1cc(OCC(F)(F)F)ccc1OCC(F)(F)F)c1ccc(Cl)c(Cl)c1,111,-5,0.8,-7,16,·,-4,-24,104,0.1
O=C(COC(=O)c1cccc(NC(=O)c2ccco2)c1)c1ccc(Br)cc1,99,-21,0.8,3,22,-27,1,0,120,-0.2
CCN(CC)C(=O)c1cccc2c1C(=O)c1ccccc1-2,110,-2,1.1,-8,-7,18,-4,4,102,-0.2
COC(=O)COc1ccc(/C=N/NC(=O)c2ccc(N(Cc3ccccc3)S(C)(=O)=O)cc2)cc1,100,3,0.9,-2,15,-17,0,-15,98,-0.1
CCOC(=O)c1cccc(NC(=O)CCn2cccc2)c1,101,-3,0.9,0,12,3,-13,1,102,2.5
CCCOc1cccc(/C=N/NC(=O)c2csc(C)c2C)c1,93,3,1,8,0,-12,-3,-2,97,0.0
CC(=O)NC1CCCN(O)C(=O)/C=C(\C)CCOC(=O)C(NC(C)=O)CCCN(O)C(=O)/C=C(\C)CCOC(=O)C(NC(C)=O)CCCN(O)C(=O)/C=C(\C)CCOC1=O (centres undefined),·,-5,1,·,0,-7,-6,12,104,0.0
CC(=O)Nc1ccc(S(=O)(=O)Oc2cccc(N3C(=O)C4CCCCC4C3=O)c2)cc1 (centres undefined),91,13,0.9,17,7,-4,4,4,88,0.2
CC(C)n1c(O)c(N=NC(=O)Cn2ccc(C(F)(F)F)n2)c2ccccc21,105,3,0.8,-6,18,0,3,-1,97,-0.2
CC1(C)N=C(N)NC(Nc2ccccc2)=N1,96,3,0.9,9,7,3,-4,8,97,-0.2
O=C(OCn1nnc2ccccc2c1=O)C12CC3CC(CC(O)(C3)C1)C2,102,5,0.8,0,15,-13,6,8,96,-0.3
O=C(O)[C@H]1CCCC[C@H]1C(=O)Nc1ccc(Nc2ccccc2)cc1,90,-1,0.9,15,12,17,-2,6,101,-0.1
Cc1ccccc1CN1C(=O)c2ccccc2Sc2ccc(C(=O)O)cc21,105,-1,0.9,-4,5,2,14,-6,101,-0.3
COc1ccc(NC(=O)COC(=O)CNC(=O)c2cc(OC)c(OC)c(OC)c2)cc1,109,-1,0.8,-8,21,-18,2,8,100,-0.4
COc1cccc(-c2ccc(SCC(=O)N3CCOCC3)nn2)c1,97,-5,0.9,8,10,-5,-18,6,103,0.3
COc1ccc(OC)c(C2NC(=O)NC(C)=C2C(=O)Nc2ccc(C)cc2C)c1 (centres undefined),100,0,0.9,4,6,0,3,11,100,0.1
Cc1ccc(CN2CCN(Cc3c(C)nn(C(C)C)c3C)CC2CCO)o1 (centres undefined),110,0,1,-11,4,0,10,-2,99,-0.2
Cc1nn(-c2ccccc2)c(Oc2ccc(F)cc2)c1/C=N/n1cnnc1,104,-21,0.8,-3,20,-8,6,8,119,-0.1
CCOC(=O)c1c(NC(=O)c2cccs2)sc2c1CCCC2,95,3,0.9,7,15,14,-4,0,97,0.2
COc1ccc(C(C(=O)NCC2CCCO2)N(C(=O)CNC(=O)c2cccs2)c2ccc(NC(C)=O)cc2)cc1OC (centres undefined),102,-6,1,3,-2,5,-20,1,106,0.0
COc1ccccc1CN(C(=O)CCl)C(C(=O)NC1CCCCC1)c1ccncc1 (centres undefined),91,2,0.9,11,10,-7,0,15,98,0.0

# Additional results follow.
SMILES,STAT3 act,STAT1 inh,Diaphorase act,STAT3 inh,Diaphorase inh,APP 5UTR inh,TLR4 MyD88 comp,G6PDH counter,STAT1 act,Hsp70 activator
CCc1nc2ccc(C(=O)Nc3ccc4c(c3)OCO4)cc2nc1CC,98,-11,0.9,5,9,-23,9,1,108,-0.3
COC(=O)Nc1ccc(S(=O)(=O)N2CCCC(C(=O)N3CCC(C)CC3)C2)cc1 (centres undefined),93,6,0.9,12,8,-25,1,7,93,-0.3
C[C@@H]1C[C@H](O)c2cc(Cl)ccc2N1,103,-1,0.9,-2,12,-11,-2,-8,101,0.0
COc1ccc(S(=O)(=O)N2CCCCCC2)cc1N(C)S(=O)(=O)c1ccc(C)cc1,86,8,0.8,20,17,-2,-16,-11,92,-0.6
C[C@]1(C(=O)O)Cc2oncc2C[C@@H]1C(=O)O,99,1,1.1,-2,-6,2,0,7,99,-0.3
CCN(CC)S(=O)(=O)c1cccc(C(=O)Nc2cc(C)nn2-c2ccccc2)c1,97,7,0.9,7,6,-2,2,-14,94,-0.4
Cc1ccc(-c2nnn(CC(=O)N(Cc3ccco3)C(C(=O)NC(C)(C)C)c3ccncc3)n2)o1 (centres undefined),99,-10,1,6,0,7,4,17,108,-0.4
CNC(=O)NC(=O)CSc1nc(-c2cccs2)c(C#N)c(=O)[nH]1,101,-11,0.8,1,22,-19,0,11,108,-0.3
Cc1cc(C)cc(OCC(=O)Nc2cccc(C(=O)O)c2)c1,102,-9,1,-5,1,-8,8,2,108,0.4
CCn1c(SCC(=O)Nc2sc3c(c2C#N)CCCC3)nnc1-c1ccncc1,104,-4,1,-1,-1,15,-9,7,104,-0.1
Cc1ccc(C(=O)C[n+]2cc(-c3ccccc3)n3c2CCCCC3)cc1,74&80,11&6,1&1,30&30,4&1,11&11,-12&3,-6&-15,90&96,0.0&-0.4
CCOc1ccc2[nH]cc(S(=O)(=O)c3ccc(Cl)cc3)c(=O)c2c1,90,21,1,14,3,3,-1,2,80,0.0
O=C(NCCc1nc2ccccc2[nH]1)c1ccco1,103,2,1,-1,4,-2,-11,-4,99,-0.2
Cc1cc(NC(=O)C(C)C)n(-c2nc3ccccc3s2)n1,143*,-24,0.9,-40,7,-4,15,-3,120,-0.1
CC(C)c1ccc(S(=O)(=O)c2cn(Cc3ccc(F)cc3)c3cc4c(cc3c2=O)OCO4)cc1,94,1,0.8,8,17,6,0,1,99,-0.4
Cc1cc(-c2ccc(F)cc2)nc2cc(C(N)=O)nn12,110,1,0.8,-14,21,12,-6,3,99,-0.4
CC(NC(=O)Nc1ccccn1)N1C(=O)C2C3C=CC(C3)C2C1=O (centres undefined),108,8,0.9,-3,12,6,3,9,93,-0.2
Cc1cccc(NC(=O)c2ccoc2C)n1,94,-4,0.9,13,13,-16,4,-4,103,-0.1
Cn1cnnc1SCC(=O)c1cc2ccccc2o1,101,2,0.9,4,5,-8,2,-4,99,-0.1
O=C(O)CCC(=O)N1CCc2cc(S(=O)(=O)N3CCCCC3)ccc21,94,1,0.9,9,8,13,-4,2,99,-0.3
CN1CCc2ccccc2C1C1CCNCC1 (centres undefined),102,-11,0.8,7,20,-2,0,-2,110,-0.2
Cn1c(=O)c2c(ncn2CC(=O)OCC(=O)Nc2cc(Cl)ccc2Cl)n(C)c1=O,98,3,1,6,-2,-1,-1,2,98,-0.5
COc1ccc(CNC(=O)c2ccc(C(C)(C)C)cc2)cc1,119,-43,0.9,-18,5,-37,3,14,138*,0.1
O=C(COc1cccnc1[N+](=O)[O-])Nc1ccc2c(c1)OC(F)(F)O2,78,1,0.9,26,14,9,-14,14,99,-0.3
CNc1oc(-c2cccs2)nc1C#N,91,-6,0.8,12,17,-4,-12,2,105,-0.1

# (next part)
SMILES,STAT3 act,STAT1 inh,Diaphorase act,STAT3 inh,Diaphorase inh,APP 5UTR inh,TLR4 MyD88 comp,G6PDH counter,STAT1 act,Hsp70 activator
CSc1ccc(C(=O)/C=C/c2ccc(N)cc2)cc1,98,-15,0.9,6,7,-117,-20,5,114,-0.1
CCCCSc1nc2sc3c(c2c(=O)[nH]1)CCC3,89,8,0.9,16,6,3,1,0,93,-0.2
CCOc1ccc(C(CCc2ccccc2)NC(=O)c2ccc(OC)c(OC)c2)cc1OCC (centres undefined),101,8,0.9,-2,14,-4,-2,1,93,0.1
CC1(C)CC(NCc2ccccc2)CCO1 (centres undefined),101,1,0.9,7,8,-11,15,0,99,0.0
O=S(=O)(c1ccccc1)c1nc(-c2ccco2)oc1NCCN1CCOCC1,104,-5,1,1,-3,6,-3,10,105,-0.2
CC1(C)Cc2nc3sc4c(SCC(=O)NCc5ccccc5)ncnc4c3cc2CO1,111,-34,1,-13,5,67*,12,4,129*,0.0
CCc1c(C)nc2c(Br)cccc2c1SCCC#N,101,15,0.9,0,12,2,-3,6,87,-0.4
COC(=O)Cn1c(CCS(=O)(=O)c2ccc(C)cc2)nc2ccccc21,98,-4,0.9,6,13,1,14,4,103,-0.2
COC(=O)c1nn(-c2ccc(OC)cc2)c(=O)cc1Sc1ccc(C)cc1,96,-1,0.9,12,11,-3,0,-3,101,0.1
CCOC(=O)/C(=C\c1ccc(C)cc1)NC(=O)c1ccccc1,104,4,0.9,0,5,10,-5,6,95,-0.4
Cc1nn(Cc2c(Cl)cccc2Cl)c(C)c1C(=O)NCc1ccc(C)n1C,106,-1,0.9,-11,7,-10,9,-6,100,-0.3
CCOC(=O)/C(C#N)=C/Nc1ccccc1OC,109,-50,0.9,-3,8,-32,-18,3,145*,0.0
CC(=O)Nc1ccc(S(=O)(=O)NC2(C(F)(F)F)NC(=O)N(C3CCCCC3)C2=O)cc1 (centres undefined),108,6,0.9,-2,10,8,5,-4,94,-0.1
CCCCn1c(=O)[nH]c(=O)c2c1nc(-c1ccccc1F)n2Cc1ccccc1,104,8,1,0,-3,-1,-5,7,89,-0.2
S=C(NCc1ccco1)N1CCN(c2cccc(Cl)c2)CC1,91,10,0.7,16,26,25,-10,0,89,0.0
Cn1c(Cc2ccc3c(c2)OCO3)nnc1SCC(=O)N1CCc2ccccc2C1,99,10,0.8,4,17,-4,4,8,91,-0.3
CCOC(=O)C1CCCN(Cc2nc(N)nc(Nc3ccc(C)cc3)n2)C1 (centres undefined),83,-1,1,25,4,-1,4,9,101,-0.1
